HEK293 tox – qHTS of GLP-1 Receptor Inverse Agonists: Cytotox Screen; HEK293 cAMP-luciferase reporter cells, luminescence, 24 h; Potency, µM (top dose mostly 38.3 µM), for the others: at the top dose activity change, negative = inhibition, usual class: inhibitors; 410,000 compounds, 0.13% hits;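 further: loss of luciferase light is scored as toxicity; potency means the concentration at half of the fitted maximal effect; on the % scale 0 is the no-effect control and ±100 the full control effect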
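1536-well qHTS counterscreen of the MLSMR; 200 cells/uL, 12 h pre-incubation, 23 nL cpd, 24 h at 37 deg C 5% CO2, luciferase detection reagent, 12 min RT, luminescence. Inhibition = undesired.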
D3 antag – qHTS of D3 Dopamine Receptor Antagonist: qHTS | D(3) dopamine receptor (Homo sapiens), P35462 | D3R cells, DiscoveRx beta-arrestin luminescence, antagonist mode; hits give low values | max response, negative = inhibition, % | 360,000 compounds, 2.5% hits | AID 652054, 2013; in the data active means max response below about -50%; inconclusive means no clear call, values can overlap the other calls; further: on the % scale 0 is the no-effect control and ±100 the full control effect; mostly tested at two doses, the higher about 12 µM
Target sequence (P35462 whole entry, looked up): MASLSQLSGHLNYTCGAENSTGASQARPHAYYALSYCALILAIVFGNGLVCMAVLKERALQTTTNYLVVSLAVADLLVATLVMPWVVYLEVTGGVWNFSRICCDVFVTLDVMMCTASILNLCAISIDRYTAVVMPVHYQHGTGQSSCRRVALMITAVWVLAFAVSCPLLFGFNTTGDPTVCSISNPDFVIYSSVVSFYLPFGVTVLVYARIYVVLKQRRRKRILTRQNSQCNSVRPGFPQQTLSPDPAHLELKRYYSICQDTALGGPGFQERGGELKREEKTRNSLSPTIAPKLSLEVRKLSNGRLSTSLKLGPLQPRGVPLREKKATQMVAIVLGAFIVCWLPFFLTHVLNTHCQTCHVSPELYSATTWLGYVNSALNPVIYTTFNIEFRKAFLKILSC
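Cells plated overnight at 1500 cells/well, then exposed to library compounds with dopamine controls for 90 minutes at 37 degrees C. DiscoveRx reagent added for 30–60 minutes at room temperature; luminescence read, quantitative HTS format.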
GLP1R inv ag – qHTS of GLP-1 Receptor Inverse Agonists (Inhibition Mode). Potency, µM (series often up to 38.3 µM), for inactives: top-dose activity change, negative = inhibition, most hits filed as inhibitors. AID 624417, 2012. Glucagon-like peptide 1 receptor (Homo sapiens), P43220. 410,000 compounds, 1.6% hits. HEK293 GLP-1R CRE-luciferase, luminescence, 24 h; GLP-1R form is constitutively active; further: potency means the concentration at half of the fitted maximal effect; on the % scale 0 is the no-effect control and ±100 the full control effect; nearly all actives have a fitted effect of over 55% in size
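Cells are plated, allowed 12 hours at 37 deg C, then treated with compounds for 24 hr before luciferase detection reagent is added and luminescence is read after 12 min at room temperature. The HEK293 line carries constitutively active GLP-1R with a cAMP-responsive reporter.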
D3 ag – qHTS of D3 Dopamine Receptor Agonist: qHTS; AID 652048, 2013; D3R DiscoveRx beta-arrestin cells, luminescence, 90 min; 410,000 compounds, 0.58% hits; max activation, %; in the data active means max activation above about 30%; further: 0% is about no effect; mostly tested at two doses, the higher about 12 µM
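Cells at 1500/well, incubated overnight, then treated with pinned compounds (dopamine as control) for 90 min at 37 degrees C. DiscoveRx reagent added for 30 - 60 minutes at room temperature; luminescence read.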
KB-V1 MDR tox – qHTS assay for MDR1-selective chemotherapeutics: Primary screen using the drug-selected MDR subline cells KB-V1. KB-V1 MDR cells viability, CellTiter-Glo, 72 h. 400,000 compounds, 3.4% hits. Potency, µM (top dose mostly 46.1 µM), for inactives: top-dose activity change, negative = cytotoxicity, most hits filed as cytotoxic; further: potency means the concentration at half of the fitted maximal effect; on the % scale 0 is the no-effect control and ±100 the full control effect; nearly all actives have a fitted effect of over 60% in size
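In this primary screen, KB-V1 cells overexpressing P-gp are incubated with library compounds (lowest to highest concentration) for 72 h at 37 degrees C before a luminescent ATP viability read.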
PTHR1 ag – qHTS for PTHR1 Agonists: Primary Screen. AID 743266, 2014. Potency, µM (highest dose often 115 µM), for the others: at the highest dose activation, hits mostly activators. 410,000 compounds, 0.075% hits. HEK293 GP2 PTHR1 cells, GloSensor cAMP luminescence, 1 h. Parathyroid hormone/parathyroid hormone-related peptide receptor (Homo sapiens), Q03431; further: potency means the concentration at half of the fitted maximal effect; nearly all actives have a fitted effect of over 55% in size; some results filed as inactive show a strong effect at the top dose; inactives centre near -15; many of its hits are not listed in these tables
Target sequence (Q03431 whole entry, looked up): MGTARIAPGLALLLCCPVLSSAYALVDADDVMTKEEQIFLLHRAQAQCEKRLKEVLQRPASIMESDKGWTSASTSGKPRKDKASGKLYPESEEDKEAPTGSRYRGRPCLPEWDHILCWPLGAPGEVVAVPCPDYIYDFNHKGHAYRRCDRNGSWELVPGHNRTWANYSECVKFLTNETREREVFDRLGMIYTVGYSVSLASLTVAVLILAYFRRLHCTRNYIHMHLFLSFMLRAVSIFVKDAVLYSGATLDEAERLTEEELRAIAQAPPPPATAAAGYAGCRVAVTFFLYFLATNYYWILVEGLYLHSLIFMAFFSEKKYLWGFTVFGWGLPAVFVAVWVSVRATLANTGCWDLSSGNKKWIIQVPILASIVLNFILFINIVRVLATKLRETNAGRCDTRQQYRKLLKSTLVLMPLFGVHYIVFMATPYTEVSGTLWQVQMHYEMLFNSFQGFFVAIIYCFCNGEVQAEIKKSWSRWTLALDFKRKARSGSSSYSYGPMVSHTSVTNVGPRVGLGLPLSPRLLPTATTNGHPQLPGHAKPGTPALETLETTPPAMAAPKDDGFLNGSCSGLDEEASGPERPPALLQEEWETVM
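HEK-293-derived GP2 cells expressing PTHR1 and a GloSensor cAMP reporter, 3,000/well, plated overnight, given luciferin plus IBMX (each 0.5 mM as added) for 1 h at 37 °C, then compound for 1 h at 37 °C. Luminescence was read after 15 min at room temperature.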
TDP43 rescue – qHTS of TDP-43 Inhibitors; TDP-43 expressing yeast growth rescue, BacTiter-Glo, 24 h; Potency, µM (series often up to 46.1 µM), for the others: at the highest dose growth rescue (activation), most hits filed as activators; 410,000 compounds, 1.8% hits; further: potency means the concentration at half of the fitted maximal effect; % of control where 0% means no effect; nearly all actives have a fitted effect of over 50% in size
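Readout is BacTiter-Glo luminescence of cell growth, so inhibitors register as activators. TDP-43-expressing yeast at OD600=0.02 in galactose medium, after raffinose pregrowth to mid-log, were incubated with compound for 24 hr at 30 deg C.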
GLP1R ag – qHTS of GLP-1 Receptor Agonists | HEK293 GLP-1R CRE-luciferase, luminescence, 4-6 h; cells express a hypersensitive GLP-1R form | 380,000 compounds, 0.007% hits | Potency, µM (series often up to 45.6 µM), for the others: at the top dose activation, most hits filed as activators; further: potency means the concentration at half of the fitted maximal effect; % of control where 0% means no effect
aSyn rescue – qHTS of alpha-syn Inhibitors | Potency, µM (doses to about 46.1 µM), inactives show at the top dose growth rescue (activation), most hits filed as activators | 370,000 compounds, 0.14% hits | Yeast expressing alpha-synuclein, growth rescue, BacTiter-Glo, 24 h; further: potency means the concentration at half of the fitted maximal effect; % of control where 0% means no effect; nearly all actives have a fitted effect of over 65% in size
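Galactose-induced alpha-syn yeast (OD600=0.02, raffinose-pregrown) + pinned cpd, 24 hr, 30 deg C; growth by BacTiter-Glo luminescence. Growth restoration scores as activation.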
Active calls of the source: *; [ ] = another dose, or the depositor's remark. Unless noted, the call rests on the fitted dose curve; in most records, active means well fitted curve in the direction sought with a large enough effect; inconclusive means small, poorly fitted or top-dose-only effect, or another doubt; inactive means no such curve, though single readings can be large; an effect the other way counts as inactive or inconclusive. Not all compounds are listed; count on the stated rates, not on these rows.

Screening COc1ccc(CCNC(=O)CC2SC(=NCCc3ccccc3)NC2=O)cc1OC (stereo unspecified) returned HEK293 tox -8.4%, D3 antag 3.0, GLP1R inv ag 9.6%, D3 ag 0.9, KB-V1 MDR tox 3.6%, PTHR1 ag -17.2%, TDP43 rescue -6.2%, GLP1R ag 9.4% and aSyn rescue 11.0%.
For CCOc1cc(C)nc(N2CCN(C3CCCCC3)CC2)n1 the results were HEK293 tox -6.7%, D3 antag 15.3, GLP1R inv ag -0.6%, D3 ag -3.3, KB-V1 MDR tox -9.6%, PTHR1 ag inconclusive, TDP43 rescue -10.8%, GLP1R ag 7.2% and aSyn rescue 0.3%.
O=C(COC(=O)/C=C/c1ccc(OC(F)F)cc1)NCCN1C(=O)CSC1=O was read as HEK293 tox 17.2%, D3 antag -2.1, GLP1R inv ag 21.7%, D3 ag -16.5, KB-V1 MDR tox -1.6%, PTHR1 ag -25.6%, TDP43 rescue 19.6%, GLP1R ag 8.1% and aSyn rescue 1.9%.
Screening Cc1nn2cc(-c3cccc(Cl)c3)cnc2c1Cl returned HEK293 tox 0.3%[7.66 µM], D3 antag -0.1, GLP1R inv ag -10.4%[7.66 µM], D3 ag -0.3, KB-V1 MDR tox 5.8µM*, PTHR1 ag inactive, TDP43 rescue inconclusive, GLP1R ag 2.9% and aSyn rescue -1.5%.
For O=C(C1CCC1)N1CCN(c2cccc(C(F)(F)F)c2)CC1 the results were HEK293 tox -5.0%, D3 antag 7.1, GLP1R inv ag inconclusive, D3 ag -2.3, KB-V1 MDR tox -0.8%, PTHR1 ag -12.9%, TDP43 rescue 20.2%, GLP1R ag -8.5% and aSyn rescue 17.1%.
`CC(=O)c1ccc(N2CCN(C(=O)c3ccc4ccccc4n3)CC2)cc1` gave HEK293 tox -8.9%, D3 antag 20.3, GLP1R inv ag -3.9%, D3 ag 7.0, KB-V1 MDR tox -1.0%, PTHR1 ag inactive, TDP43 rescue 8.7%, GLP1R ag -4.0% and aSyn rescue 0.0%.
`CCN(C(=O)c1cccc(NC(=O)c2ccccc2)c1)C1CCCCC1` gave HEK293 tox 8.9%, D3 antag -0.9, GLP1R inv ag inconclusive, D3 ag -5.4, PTHR1 ag inactive, TDP43 rescue 19.3%, GLP1R ag 11.9% and aSyn rescue 7.2%.
For CC(=O)c1cccc(CN2CCc3ccc(NC(=O)C4CCCO4)cc3C2)c1 (stereo unspecified) the results were HEK293 tox -4.8%, D3 antag 10.0, GLP1R inv ag 13.6%, D3 ag -10.0, KB-V1 MDR tox inconclusive, PTHR1 ag -9.3%, TDP43 rescue -8.4%, GLP1R ag 3.2% and aSyn rescue 8.4%.
`COc1ccc(-n2nc(C(=O)NCC(=O)N3CC(C)CC(C)C3)c3ccccc3c2=O)cc1` (stereo unspecified) gave HEK293 tox -0.6%, D3 antag 8.7, GLP1R inv ag inconclusive, D3 ag -1.1, KB-V1 MDR tox -25.4%, PTHR1 ag -7.9%, TDP43 rescue 14.1µM*, GLP1R ag 17.2% and aSyn rescue 3.6%.
For Cc1cc(C(=O)NC2CC2)c2ccccc2n1 the results were HEK293 tox 3.2%, D3 antag 3.5, GLP1R inv ag 17.0%, D3 ag 2.0, KB-V1 MDR tox 0.9%, PTHR1 ag -7.4%, TDP43 rescue 17.9%, GLP1R ag 1.1% and aSyn rescue -0.1%.
For Cc1ccc(CCC2C3=C(CCCC3=O)OC3=C2C(=O)CCC3)cc1 the results were HEK293 tox -13.1%, D3 antag inconclusive, GLP1R inv ag -13.8%, D3 ag 30.4*, KB-V1 MDR tox -1.7%, PTHR1 ag inactive, TDP43 rescue 5.5%, GLP1R ag 5.8% and aSyn rescue 7.4%.
For Cc1cc(Br)cn2c(Cc3ccccc3)c(C3CCCCC3)nc12 the results were HEK293 tox 19.6%, D3 antag -26.4, GLP1R inv ag inconclusive, D3 ag -13.6, KB-V1 MDR tox inconclusive, PTHR1 ag inactive, TDP43 rescue 12.1%, GLP1R ag 12.4% and aSyn rescue -10.7%.
For CC1CCCCC1NC(=O)CCCc1nc2ccccc2c(=O)[nH]1 (stereo unspecified) the results were HEK293 tox 5.7%, D3 antag 9.6, GLP1R inv ag 0.0%, D3 ag 8.9, KB-V1 MDR tox 5.3%, PTHR1 ag inactive, TDP43 rescue -7.1%, GLP1R ag -3.5% and aSyn rescue 3.0%.
`Cc1noc(C)c1CSc1nc2ccccc2[nH]1` gave HEK293 tox -3.8%, D3 antag -12.9, GLP1R inv ag -23.4%, D3 ag 1.9, KB-V1 MDR tox 6.6%, PTHR1 ag 10.3%[57.5 µM], TDP43 rescue -3.4%, GLP1R ag 28.4% and aSyn rescue -7.2%.
Cc1ccc(-c2[nH]c(-c3ccc(Cl)cc3)nc2SCC(=O)NCC2CCCO2)cc1 (stereo unspecified) was read as HEK293 tox 5.3%, D3 antag -14.8, GLP1R inv ag inconclusive, D3 ag -11.1, KB-V1 MDR tox -6.6%, PTHR1 ag -60.9%[inhibitor], TDP43 rescue 15.0%, GLP1R ag 0.1% and aSyn rescue 0.5%.
`O=C(COC(=O)CN1C(=O)c2cccc([N+](=O)[O-])c2C1=O)NC1CCS(=O)(=O)C1` (stereo unspecified) gave HEK293 tox 1.2%, D3 antag 32.8, GLP1R inv ag 3.9%, D3 ag 4.6, KB-V1 MDR tox -2.5%, PTHR1 ag inactive, TDP43 rescue 8.4%, GLP1R ag -4.0% and aSyn rescue 3.4%.
For C[C@@H](c1ccccc1)N1C[C@H](COCc2ccccc2)Oc2cc(N3CC[C@H](N(C)C)C3)ccc2S1(=O)=O the results were HEK293 tox -8.6%, D3 antag -19.5, GLP1R inv ag inconclusive, D3 ag -10.5, KB-V1 MDR tox inconclusive, PTHR1 ag -7.1%, TDP43 rescue 0.0%, GLP1R ag 10.0% and aSyn rescue -4.9%.
`CC1(C(=O)NCc2ccccc2)CSCC(=O)N1CCOc1ccccc1` (stereo unspecified) gave HEK293 tox 4.6%, D3 antag 0.0, GLP1R inv ag -2.1%, D3 ag -12.7, KB-V1 MDR tox inconclusive, PTHR1 ag inactive, TDP43 rescue -10.1% and aSyn rescue -1.7%.
Screening CC1(C)C(O)=C(c2nc3ccccc3[nH]2)C(=N)N1c1ccccc1 returned HEK293 tox -2.0%, D3 antag 8.2, GLP1R inv ag -1.8%, D3 ag 5.8, KB-V1 MDR tox inconclusive, PTHR1 ag inactive, TDP43 rescue 11.3%, GLP1R ag 2.3% and aSyn rescue -0.1%.
COc1ccc(S(=O)(=O)N(C)CC(=O)NCc2cccnc2)cc1 was read as HEK293 tox 12.7%, D3 antag 6.2, GLP1R inv ag 4.8%, D3 ag -9.6, KB-V1 MDR tox 20.7%, PTHR1 ag inactive, TDP43 rescue -6.4%, GLP1R ag 3.8% and aSyn rescue -0.3%.
`CC1CCN(C2CCN(S(=O)(=O)c3ccc(F)cc3)CC2)CC1` gave HEK293 tox 3.9%, D3 antag -17.1, GLP1R inv ag 3.5%, D3 ag -4.6, KB-V1 MDR tox -2.5%, PTHR1 ag inactive, TDP43 rescue 3.1%, GLP1R ag -2.5% and aSyn rescue -0.8%.
`O=C(CSc1nnc(Cc2ccccc2)o1)Nc1ccc(Br)cn1` gave HEK293 tox 4.8%, D3 antag -7.5, GLP1R inv ag 2.9%, D3 ag 1.0, KB-V1 MDR tox 26.7%, PTHR1 ag inactive, TDP43 rescue -5.3%, GLP1R ag -10.0% and aSyn rescue -0.2%.
For COc1ccc(N2CCN(C(CNC(=O)c3cccc(OC)c3)c3cccnc3)CC2)cc1 (stereo unspecified) the results were HEK293 tox -4.3%, GLP1R inv ag -1.0%, D3 ag 2.1, KB-V1 MDR tox inconclusive, PTHR1 ag -4.7% and TDP43 rescue 22.2%.
For COc1cc(CN2CCN(C(=O)c3cccc4ccccc34)CC2)cc(OC)c1OC the results were HEK293 tox 0.7%, D3 antag 121.5, GLP1R inv ag -4.8%, D3 ag 1.2, KB-V1 MDR tox inconclusive, PTHR1 ag inactive, TDP43 rescue -16.2%, GLP1R ag 8.6% and aSyn rescue -1.8%.
`COC(=O)c1ccc(C)cc1C1CN=NC12Cc1cc(C)ccc1C2=O` (stereo unspecified) gave HEK293 tox 9.2%, D3 antag 22.9, GLP1R inv ag inconclusive, D3 ag 9.4, KB-V1 MDR tox -9.5%, PTHR1 ag -2.0%, TDP43 rescue -9.3%, GLP1R ag 0.4% and aSyn rescue 2.4%.
For CC(C)OC(=O)Nc1ccc(-c2ccc(NC(=O)OC(C)C)cc2Cl)c(Cl)c1 the results were HEK293 tox 7.1%, D3 antag 52.3, GLP1R inv ag 15.3%, D3 ag 9.1, KB-V1 MDR tox 0.3%, PTHR1 ag inactive, TDP43 rescue 19.8%, GLP1R ag 6.5% and aSyn rescue 0.9%.
For Cc1ccc2c(Cl)cc(Cl)c(OCC(=O)NCCc3ccccn3)c2n1 the results were HEK293 tox 4.3%, D3 antag 7.6, GLP1R inv ag -18.2%, D3 ag 4.8, KB-V1 MDR tox inconclusive, PTHR1 ag 17.0%, TDP43 rescue 3.2%, GLP1R ag -2.6% and aSyn rescue 4.4%.

Screens from PubChem BioAssay.
